Compound activity: PubChem BioAssay, several laboratories
hERG rescue = compounds protecting human hERG from proarrhythmic drug block; Q12809; CHO-hERG, FluxOR thallium flux, dofetilide IC70 present; activation (rescue from dofetilide block), less the hit threshold, % at 10 µM; 310,000 compounds, 0.51% hits; AID 1511;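 active = activation above the mean of controls blocked by dofetilide plus 5 SD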;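 also: thallium influx through hERG after potassium depolarization seen as dye fluorescence rise; in these data hits start at about 4.7%; inactives centre near -7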
KCNK9 block = human KCNK9 channel inhibition; Q9NPC2; HEK293 KCNK9, FluxOR thallium flux fluorescence; hits give low values; B-score at 10 µM; 310,000 compounds, 1.2% hits;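 active = ratio B-score over 3 SD below the library mean, with starting fluorescence within 5 SD of its mean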;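 also: negative B-score means less thallium flux so channel inhibition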
TRPC4 PAM = TRPC4 (mouse) allosteric potentiation; HEK293 TRPC4beta/mu-opioid, DAMGO EC20, Fluo-4 Ca2+ flux; hits give high values; Q9QUQ5; 310,000 compounds, 0.42% hits; B-score at 10 µM;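 active = B-score of calcium response area above 5 SD of library B-scores, with initial fluorescence ratio within 5 SD of library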;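 also: B-score of integrated fluorescence ratio over time as area under calcium response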
Target sequence (Q9QUQ5 whole entry, looked up): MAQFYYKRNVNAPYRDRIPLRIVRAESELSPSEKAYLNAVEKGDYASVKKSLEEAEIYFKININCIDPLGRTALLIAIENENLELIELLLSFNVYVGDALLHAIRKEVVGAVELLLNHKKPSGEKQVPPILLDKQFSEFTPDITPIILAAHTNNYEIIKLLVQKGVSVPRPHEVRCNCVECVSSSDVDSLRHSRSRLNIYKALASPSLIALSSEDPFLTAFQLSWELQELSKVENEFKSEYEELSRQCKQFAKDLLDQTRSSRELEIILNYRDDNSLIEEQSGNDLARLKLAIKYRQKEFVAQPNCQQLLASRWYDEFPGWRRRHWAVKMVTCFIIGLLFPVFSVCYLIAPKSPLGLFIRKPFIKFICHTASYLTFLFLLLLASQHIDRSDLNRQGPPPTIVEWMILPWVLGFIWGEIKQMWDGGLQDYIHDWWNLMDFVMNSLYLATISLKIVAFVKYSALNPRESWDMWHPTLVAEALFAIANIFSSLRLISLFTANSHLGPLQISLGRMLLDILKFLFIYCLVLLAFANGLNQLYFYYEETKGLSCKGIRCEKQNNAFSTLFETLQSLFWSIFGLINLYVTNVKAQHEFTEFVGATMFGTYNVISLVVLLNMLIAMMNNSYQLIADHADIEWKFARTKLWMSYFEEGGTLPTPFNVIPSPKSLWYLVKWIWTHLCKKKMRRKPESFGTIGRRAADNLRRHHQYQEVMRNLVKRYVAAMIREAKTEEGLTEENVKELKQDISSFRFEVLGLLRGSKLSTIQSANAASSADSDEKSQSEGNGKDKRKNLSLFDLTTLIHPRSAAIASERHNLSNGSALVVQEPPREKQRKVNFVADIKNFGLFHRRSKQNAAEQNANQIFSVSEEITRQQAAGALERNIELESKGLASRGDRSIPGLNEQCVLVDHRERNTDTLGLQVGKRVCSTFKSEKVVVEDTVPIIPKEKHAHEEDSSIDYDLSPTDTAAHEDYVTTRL
KCNK3 block = human KCNK3 channel inhibition, primary screen | O14649 | CHO-KCNK3 thallium flux, FluxOR fluorescence; hits give low values | B-score at 10 µM | 340,000 compounds, 0.84% hits | AID 602410;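 active = B-score under library mean minus 4 SD, starting fluorescence ratio at most library mean plus 5 SD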;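 also: more negative B-score means stronger inhibition of thallium flux through KCNK3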
ANO1 block = mouse TMEM16A channel inhibition, primary screen. Q8BHY3. HEK293 TMEM16A/YFP iodide influx fluorescence, ionomycin. normalized B-score (activity score, 25-100; higher = stronger inhibition) at 10 µM. 310,000 compounds, 1.2% hits. AID 588511;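 active = ratio plate-corrected score three or more library SD toward inhibition, starting fluorescence score within five deviations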;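 also: score derived from kinetic fluorescence span divided by baseline fluorescence per well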
KCNQ1 pot = human KCNQ1 channel potentiation or activation. P51787. CHO-K1 KCNQ1, thallium flux FluxOR fluorescence; hits give high values. B-score at 10 µM. 310,000 compounds, 0.35% hits;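 active = fluorescence ratio B-score, a plate-corrected score, at least three library SD, with initial intensity B-score within 5 SD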
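System: CHO-K1 cells stably expressing KCNQ1 / Medium: assay buffer for compound exposure, DMSO matched across wells / Reagent: thallium- and potassium-containing depolarizing buffer / Compound: one concentration, matched DMSO / Incubation: 20 min compound pretreatment at room temperature / Measured by: kinetic FluxOR fluorescence, 10 s baseline plus 110 s post-stimulus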
HDAC3 inh = inhibitors of human histone deacetylase 3; recombinant HDAC3, fluorogenic peptide/trypsin coupled, fluorescence; 320,000 compounds, 0.15% hits; inhibition, % at 8.3 µM; in the data active = inhibition above about 26%, passing the limit was not always enough
KCNQ1 inh = inhibitors of human KCNQ1 potassium channel; P51787; CHO-K1 KCNQ1, FluxOR thallium flux fluorescence; hits give high values; B-score at 10 µM; 310,000 compounds, 1.3% hits;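 active = compounds whose thallium flux B-score, printed positive for inhibition, exceeds three library SD while starting fluorescence stays within three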;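 also: channel opened by potassium depolarization with thallium stimulus after 20 min compound exposure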
TRPC4 agonist = activators of mouse TRPC4 channel; Q9QUQ5; B-score at 10 µM; 310,000 compounds, 0.49% hits; HEK293 TRPC4beta/mu-opioid, Fluo4 calcium fluorescence; hits give high values; AID 2237;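 active = B-score above 5 SD of library B-scores, and initial fluorescence ratio not above library mean plus 5 SD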;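 also: positive B-score marks a calcium rise read as TRPC4 activation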
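Incubation: 45 min room-temperature Fluo4 loading, 110 s read / System: HEK293 cells stably co-expressing mouse TRPC4beta and mu-opioid receptor / Signal: Fluo4 fluorescence, kinetic / Control set: buffer (low) and maximal DAMGO (high) / Measure: integrated baseline-normalised fluorescence ratio, converted to per-well B score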
ANO1 activ = mouse TMEM16A channel activation, primary screen; Q8BHY3; HEK293 TMEM16A/YFP-H148Q/I152L, iodide quench fluorescence; hits give low values; B-score at 10 µM; 340,000 compounds, 0.3% hits; AID 623877;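 active = fluorescence-ratio B-score plate-corrected deviation score at least 3 library SD below zero, with starting fluorescence score within 5 deviations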;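 also: channel opened by trigger with iodide after compound preincubation; score built on the fluorescence ratio of max minus min over baseline; more negative score means more quench and so TMEM16A activation or potentiation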
Dyrk1A ADPGlo = blocks rat Dyrk1A kinase activity. Q63470. ADP-Glo luminescence, NFATc1 peptide. inhibition, % at 12.5 µM. 310,000 compounds, 0.43% hits; in the data active = inhibition above about 50%;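 also: plate controls were vehicle with enzyme for no effect and no enzyme for full effect; many of its hits are not listed in these tables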
Starred values were filed as active, the others as inactive; i = inactive; . = not tested or not shown. An excerpt; count on the stated rates, not on these rows.

SMILES | hERG rescue | KCNK9 block | TRPC4 PAM | KCNK3 block | ANO1 block | KCNQ1 pot | HDAC3 inh | KCNQ1 inh | TRPC4 agonist | ANO1 activ | Dyrk1A ADPGlo
C=CCNC(=O)CC(=O)N/N=C/c1ccc(F)cc1 | -5 | i | i | i | i | i | 9 | i | i | i | -6
COc1ccc(C(=O)Nc2nc3ccc4nc(C)sc4c3s2)cc1 | -3 | i | i | i | i | i | -3 | i | i | i | 17
Cc1ccc(CN2CCN(c3ccccc3Cl)CC2)o1 | -14 | i | i | i | i | i | 9 | i | i | i | 3
Cc1cc(NS(=O)(=O)c2ccc(NC(=O)CCCOc3ccccc3)cc2)no1 | -10 | i | i | i | i | i | -5 | i | i | i | -3
CCOc1cc(/C=C2\SC(=O)N=C2N)ccc1O | -4 | i | i | i | i | i | . | i | i | i | 8
CN1C(=S)SC2CS(=O)(=O)CC21C (stereo not drawn) | -4 | i | i | i | i | i | -1 | i | i | i | -2
CCOC(=O)c1ccc(NC(=O)N2CCN(S(C)(=O)=O)CC2)cc1 | -6 | i | i | i | i | i | 2 | i | i | i | -9
CCOC(=O)c1c2c3c(cccc3n(C)c1=O)C(=O)c1ccccc1-2 | -5 | i | i | i | i | i | -5 | i | i | i | -1
Cc1nc2c(C)cccn2c1/C(O)=C1\C(=O)C(=O)N(CCN(C)C)C1c1ccncc1 (stereo not drawn) | -2 | i | i | i | i | i | 7 | i | i | i | 0
COc1ccccc1CC(=O)NCCc1ccccc1 | -18 | i | i | i | i | i | -2 | i | i | i | -1
CC(C)(C)C(=O)Nc1nc(-c2ccccc2)ns1 | -19 | i | i | i | i | i | -4 | i | i | i | 0
CC(=O)CCN1C(=O)NC2(CCCc3ccccc32)C1=O (stereo not drawn) | -4 | i | i | i | i | i | -1 | i | i | i | .
COc1ccccc1NC(=O)NCc1ccccc1F | -21 | i | i | i | i | i | 0 | i | i | i | 1
COCCNC(=O)COc1ccc(C)c(C)c1 | 1 | i | i | i | i | i | -1 | i | i | i | -3
CCCSc1nnc2n(N)c(=O)c3ccccc3n12 | -6 | i | i | i | i | i | 3 | i | i | i | -1
CC(=O)c1cccc(N(CC(=O)NC2CCCC2)C(=O)CNC(=O)c2cccs2)c1 | -3 | i | i | i | i | i | 1 | i | i | i | 0
COc1ccc(C2c3ccc(O)cc3Oc3ncn(CCCO)c(=N)c32)cc1 (stereo not drawn) | -11 | i | i | i | i | i | -2 | i | i | i | -2
CN1CCC(N(C)S(=O)(=O)c2ccc(NC(=O)COc3ccc(F)cc3Cl)cc2)CC1 | -6 | i | i | i | i | i | -4 | i | i | i | 0
O=C(O)CNC(=S)N(Cc1ccccc1)Cc1cccs1 | -13 | i | i | i | i | i | -1 | i | i | i | -3
COc1ccccc1-n1cnnc1SCC(=O)Nc1cc(C)on1 | -3 | i | i | i | i | i | 3 | i | i | i | 0
COc1ccc(C2NCCc3c2[nH]c2ccccc32)cc1CSc1nc2ccccc2s1 (stereo not drawn) | -21 | i | i | i | i | i | 4 | i | i | i | -2
CC(C)(C)n1nc2c(c1NC(=O)c1ccc(S(=O)(=O)N3CCCCC3)cc1)CS(=O)C2 (stereo not drawn) | . | . | . | i | i | . | -4 | . | . | i | -6
CCCCCNC(=O)c1c[nH]c2ccc(S(=O)(=O)N3CCC4(CC3)OCCO4)cc2c1=O | -4 | i | i | i | i | i | 3 | i | i | i | -3
CC1CN(C(=O)CN2C(=O)NC3(CCCCCC3)C2=O)CC(C)O1 (stereo not drawn) | -9 | i | i | i | i | i | 6 | i | i | i | 5

Whole records as entered above. Order of screens: hERG rescue	KCNK9 block	TRPC4 PAM	KCNK3 block	ANO1 block	KCNQ1 pot	HDAC3 inh	KCNQ1 inh	TRPC4 agonist	ANO1 activ	Dyrk1A ADPGlo
CCCCCNC(=O)c1c[nH]c2ccc(S(=O)(=O)N3CCC4(CC3)OCCO4)cc2c1=O as listed: -4	i	i	i	i	i	3	i	i	i	-3
CN1CCC(N(C)S(=O)(=O)c2ccc(NC(=O)COc3ccc(F)cc3Cl)cc2)CC1 as listed: -6	i	i	i	i	i	-4	i	i	i	0
CCOC(=O)c1ccc(NC(=O)N2CCN(S(C)(=O)=O)CC2)cc1 as listed: -6	i	i	i	i	i	2	i	i	i	-9

New compounds follow.
SMILES | hERG rescue | KCNK9 block | TRPC4 PAM | KCNK3 block | ANO1 block | KCNQ1 pot | HDAC3 inh | KCNQ1 inh | TRPC4 agonist | ANO1 activ | Dyrk1A ADPGlo
O=c1cc(CO)oc(C(Nc2ccccn2)c2ccccc2Cl)c1O (stereo not drawn) | -9 | i | i | i | i | i | 1 | i | i | i | 8
CC(C)COc1ccc(C(=O)NC(=S)Nc2ccc(CN3CCOCC3)cc2)cc1 | -7 | i | i | i | i | i | -4 | i | i | i | 4
CCOc1ccc(C2C(C#N)=C(N)Oc3nc[nH]c(=O)c32)cc1 (stereo not drawn) | -15 | i | i | i | i | i | 2 | i | i | i | .
O=C(Nc1ccc(F)cc1)c1ccc(S(=O)(=O)NCC2CCCO2)cc1 (stereo not drawn) | -9 | i | i | i | i | i | -6 | i | i | i | -5
Oc1ccccc1Nc1nc(-c2ccccc2O)nc2ccccc12 | -6 | i | i | i | i | i | 1 | i | i | . | -10
COc1cccc(N2CCN(C(=O)c3ccc4nc[nH]c4c3)CC2)c1 | -7 | i | i | i | i | i | -1 | i | i | i | -2
O=C(N/N=C/c1c(O)ccc2ccccc12)c1[nH]ncc1Br | -9 | i | i | i | i | i | 5 | i | i | i | 35
O=c1c2ccccc2[nH]c(=S)n1CCc1ccccc1 | 20* | i | i | i | i | 17* | 6 | i | i | i | 4
CC(C)CNC(=S)N1CCC(C(=O)c2ccc(F)cc2)CC1 | -9 | i | i | i | i | i | 3 | i | i | i | -2
COc1ccc(NC(=O)Nc2cc(C)cc(C)c2)cn1 | -8 | i | i | i | i | i | -4 | i | i | i | -10
O=C(Cn1nnc(-c2ccc(CN3CCOCC3)cc2)n1)NC1CCCCC1 | -6 | i | i | i | i | i | 5 | i | i | i | -4
CC1CCCN(C(=S)NCc2ccccc2)C1 (stereo not drawn) | -2 | i | i | i | i | i | 0 | i | i | i | -3

Grouped by structure: the compounds so far with a thiophene ring, fused or not.
SMILES | hERG rescue | KCNK9 block | TRPC4 PAM | KCNK3 block | ANO1 block | KCNQ1 pot | HDAC3 inh | KCNQ1 inh | TRPC4 agonist | ANO1 activ | Dyrk1A ADPGlo
CC(=O)c1cccc(N(CC(=O)NC2CCCC2)C(=O)CNC(=O)c2cccs2)c1 | -3 | i | i | i | i | i | 1 | i | i | i | 0
O=C(O)CNC(=S)N(Cc1ccccc1)Cc1cccs1 | -13 | i | i | i | i | i | -1 | i | i | i | -3

Following part.
SMILES | hERG rescue | KCNK9 block | TRPC4 PAM | KCNK3 block | ANO1 block | KCNQ1 pot | HDAC3 inh | KCNQ1 inh | TRPC4 agonist | ANO1 activ | Dyrk1A ADPGlo
COc1ccc(CN2CCC(C(=O)Nc3ccc(Oc4cccnc4)cc3)CC2)c(C)c1C | -7 | i | i | i | i | i | -2 | i | i | i | 2
O=C(O)[C@H](Cc1ccccc1)NC(=O)N1CCC(Cc2ccccc2)CC1 | -17 | i | i | i | i | i | 1 | i | i | i | -5
CCCOc1ccc(C(=O)N2CCCC2)cc1OC | -13 | i | i | i | i | i | 0 | i | i | i | -6
COc1ccc(CCNC(=O)CN(C2CCCCC2)S(C)(=O)=O)cc1 | -9 | i | i | i | i | i | 0 | i | i | i | -4
COc1ccc(N(C)S(=O)(=O)c2c(C)[nH]c(=O)[nH]c2=O)c(OC)c1 | -7 | i | i | i | i | i | 0 | i | i | i | 4
CC(OC(=O)c1cccc(-n2cnnn2)c1)C(=O)Nc1ccc(F)cc1Cl (stereo not drawn) | -16 | i | i | i | i | i | -8 | i | i | i | 2
O=C(NCc1ccccc1F)c1cccc(S(=O)(=O)NCc2ccccc2)c1 | -10 | i | i | i | i | i | -7 | i | i | i | -5
CN(C)c1ccc(C(=O)NNC(=O)c2ccc(Cl)cc2)cc1 | -10 | i | i | i | i | i | -5 | i | i | i | 5
O=C(c1cc(-c2ccc(Cl)cc2)n(-c2ccc(Cl)cc2)n1)N1CCOCC1 | -19 | i | i | i | i | i | -7 | i | i | i | -5
CCC(C)c1ccc(NC(=O)C2CC2)cc1 (stereo not drawn) | -1 | i | i | i | i | i | 1 | i | i | i | -2
CCc1ccc(NC(=O)CS(=O)CC(=O)Nc2ccc(F)cc2F)cc1 (stereo not drawn) | -7 | i | i | i | i | i | 2 | i | i | i | -3
COc1ccc(-n2c(=S)[nH]c3cc(C(=O)Nc4ccc(OC)c(OC)c4)ccc3c2=O)cc1 | -7 | i | i | i | i | i | 1 | i | i | i | -7
O=C(NNC(=O)c1cnccn1)c1cccc([N+](=O)[O-])c1 | -8 | i | i | i | i | i | 0 | i | i | i | 3
O=C(CSc1nnnn1-c1cccnc1)Nc1ccc(OCc2ccccc2)cc1 | -5 | i | i | i | i | i | -5 | i | i | i | .
COc1ccc(-c2[nH]nc3c2C2(C(=O)N(CC(=O)O)c4ccccc42)C(C#N)=C(N)O3)cc1OC (stereo not drawn) | -10 | i | i | i | i | i | 3 | i | i | i | -1
COC(=O)c1ccc(Cn2cnc3c(cnn3-c3ccc(F)cc3)c2=O)o1 | 0 | i | i | i | i | i | -3 | i | i | i | -3
Cc1c(Cl)cccc1NC(=O)CSC(C)c1nc2ccccc2c(=O)[nH]1 (stereo not drawn) | -3 | i | i | i | i | i | -2 | i | i | i | -4
CCC(C)c1ccc(OCCn2ccnc2)cc1 (stereo not drawn) | -4 | i | i | i | i | i | -2 | i | i | i | 4
O=C(O)CCC(=O)N1CCc2cc(S(=O)(=O)N3CCCCC3)ccc21 | -9 | i | i | i | i | i | 1 | i | i | i | 3
Nc1ccc2ncccc2c1 | -8 | i | i | i | i | i | -4 | i | i | i | 7
CCOC(=O)N1CCN(c2nc(SC)nc3sc4c(c23)CC(C)(C)OC4)CC1 | -14 | i | i | i | i | i | -3 | i | i | i | 4
COc1ccc(OC)c(NC(=O)CCc2nnc3ccc(NCc4ccco4)nn23)c1 | -12 | i | i | i | i | i | 5 | i | i | i | 4
COC(=O)C1CCCCN1C(=O)c1ccc2oc(Cc3ccccc3)nc2c1 (stereo not drawn) | -13 | i | i | i | i | i | 8 | i | i | i | -3
N#Cc1ccc(Cn2c(=O)c(C#N)c3n(c2=O)CCC3)cc1 | -5 | i | i | i | i | i | 4 | i | i | i | 0
COc1ccc(OCC(=O)N2CCN(C(=O)c3cccs3)CC2)cc1 | -2 | i | i | i | i | i | 2 | i | i | i | -3
